bovine MsrA act: activators of bovine methionine sulfoxide reductase A; hit rate 0.3% among 360,000; activation, % at 10.6 µM; AID 602163; purified bovine MsrA, absorbance read-out; in the data active = activation above about 7.5%;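 note: 0% = vehicle and 100% = reference activator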
FAS TE block: blocks the thioesterase domain of human fatty acid synthase. inhibition, % at 15 µM. AID 602261. recombinant FAS-TE, OMFH fluorogenic substrate, fluorescence endpoint. hit rate 0.67% among 360,000. P49327;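 active = compounds whose normalised, plate-corrected inhibition of enzyme fluorescence in the single-dose primary screen is 50% or more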;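 note: 0% = DMSO with enzyme and 100% = substrate without enzyme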
MsrA inh: inhibits bovine methionine sulfoxide reductase A; hit rate 0.75% among 360,000; purified bovine MsrA, absorbance read-out; inhibition, % at 15.5 µM; in the data active = inhibition above about 4.5%;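 note: 0% = vehicle wells with enzyme and 100% = reference inhibitor wells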
CendR NRP1 mod: alters CendR peptide binding to human NRP-1; FAM-RPARPAR peptide binding to NRP-1, fluorescence polarization; AID 602438; O14786; hit rate 0.85% among 360,000; inhibition, % at 25 µM;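 active = inhibition or corrected inhibition above about 18%, plus a signal ratio from 0.5 to 1.5, limit read from the data, passing the limit was not always enough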; note: strong numbers were not always called active
Target sequence (O14786 whole entry, looked up): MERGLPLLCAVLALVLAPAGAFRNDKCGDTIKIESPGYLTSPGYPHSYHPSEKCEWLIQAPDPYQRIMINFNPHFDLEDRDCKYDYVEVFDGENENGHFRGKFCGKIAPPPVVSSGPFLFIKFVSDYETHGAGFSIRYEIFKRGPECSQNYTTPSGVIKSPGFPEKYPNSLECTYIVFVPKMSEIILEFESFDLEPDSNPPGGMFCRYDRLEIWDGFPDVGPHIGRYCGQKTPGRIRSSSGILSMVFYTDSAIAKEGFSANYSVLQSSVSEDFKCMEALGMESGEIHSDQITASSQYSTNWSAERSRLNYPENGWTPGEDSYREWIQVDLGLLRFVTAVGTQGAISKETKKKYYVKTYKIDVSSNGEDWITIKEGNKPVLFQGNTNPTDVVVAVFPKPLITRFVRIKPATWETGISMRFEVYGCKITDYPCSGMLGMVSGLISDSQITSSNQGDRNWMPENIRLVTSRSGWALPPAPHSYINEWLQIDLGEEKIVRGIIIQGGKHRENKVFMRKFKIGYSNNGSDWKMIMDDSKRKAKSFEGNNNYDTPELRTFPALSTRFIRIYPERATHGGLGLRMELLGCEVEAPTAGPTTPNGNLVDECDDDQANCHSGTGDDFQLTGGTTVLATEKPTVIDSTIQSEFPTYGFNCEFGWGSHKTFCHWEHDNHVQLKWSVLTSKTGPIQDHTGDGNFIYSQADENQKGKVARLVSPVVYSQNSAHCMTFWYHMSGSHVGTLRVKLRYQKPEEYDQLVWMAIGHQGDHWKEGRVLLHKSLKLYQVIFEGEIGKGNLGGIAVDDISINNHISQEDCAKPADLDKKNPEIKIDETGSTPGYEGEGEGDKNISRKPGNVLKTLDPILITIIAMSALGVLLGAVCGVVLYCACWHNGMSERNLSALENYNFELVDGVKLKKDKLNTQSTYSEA
eLon inh: E. coli protease La inhibition | AID 602123 | purified E. coli Lon protease, fluorescence polarization | inhibition, % at 7.94 µM | hit rate 0.42% among 360,000; in the data active = inhibition above about 13%, passing the limit was not always enough;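 note: 0% = enzyme with probe and DMSO and 100% = no enzyme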
MT1-MMP act inh: blocks activation of human MT1-MMP; P50281; HT1080 RFP-PRO-GFP cells, GFP/RFP ratio fluorescence, overnight; percent of plate control window, DMSO zero; GFP/RFP ratio change, % at 20 µM; hit rate 0.061% among 360,000;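 active = GFP/RFP ratio change of at least 30% with cell ATP level not reduced by more than half and red fluorescence within 50% of control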; note: strong numbers were not always called active
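Material: RFP-PRO-GFP reporter HT1080 cells. Dosing: single-point 20 µM compound, 1% DMSO. Controls: DMSO and RFP-L50D-GFP cell wells. Timing: cells overnight before dosing, compound overnight, 37 °C, 5% CO2. Measure: GFP/RFP fluorescence ratio.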
TbMetRS inhib: Trypanosoma brucei MetRS inhibition. purified T. brucei MetRS, ATP depletion, Kinase-Glo luminescence. inhibition, % at 11.9 µM. hit rate 0.4% among 360,000. AID 624268;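 active = inhibition above a per-plate cutoff of the control wells' mean inhibition plus 3 SD, cut at about 5.5% in these data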;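 note: 0% = DMSO wells median and 100% = median of wells with control inhibitor compound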
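Measured by: Kinase-Glo luciferase luminescence reporting remaining unconsumed ATP. Material: purified T. brucei MetRS enzyme. Doses: 11.9 µM compound single dose, 0.9% DMSO. Medium: HEPES buffer containing pyrophosphatase, BSA, spermine, DTT. Times: 15 min preincubation, 2 h reaction, all 25 °C. Reagent: methionine, ATP and bulk E. coli tRNA.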
MLLE-PAM2 inh: blocks PAM2 peptide binding to the PABP1 MLLE domain; P11940; GST-MLLE / FITC-PAM2 fluorescence polarization; inhibition, % at 20 µM; hit rate 0.36% among 360,000; AID 588489; in the data active = inhibition above about 35%, passing the limit was not always enough;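 note: plate controls were DMSO wells with GST-MLLE for no effect and wells lacking GST-MLLE protein for full effect; some results filed as inactive read as strong as hits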
SKN-1 inh: inhibitors of C. elegans SKN-1 | C. elegans VP596 Pgst-4::GFP/RFP ratio, acrylamide-induced, 24 h | inhibition, % at 21.8 µM | hit rate 0.49% among 360,000;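 active = interference check ratio from 0.5 to 1.5 plus GFP to RFP signal ratio inhibition reaching or exceeding a fixed threshold, cut at about 30% in these data, passing the limit was not always enough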; note: some compounds called inactive have numbers as strong as hits
An asterisk follows results filed as active; / = no result given.

The line under a structure holds: bovine MsrA act, MsrA inh, FAS TE block, MLLE-PAM2 inh, MT1-MMP act inh, SKN-1 inh, CendR NRP1 mod, eLon inh, TbMetRS inhib
O/N=C/c1ccccc1OCc1ccccc1Cl
  -3.5, 0.7, 4.3, 8.3, 0.8, 1.0, 5.3, -3.1, -0.4
COc1ccc(NS(=O)(=O)CC23CCC(CC2=O)C3(C)C)cc1 (stereo not given)
  0.6, -1.0, -7.9, -6.0, -1.2, 14.1, -15.4, -7.2, -0.5
Cc1ccc(NS(=O)(=O)c2cccs2)cc1S(=O)(=O)N1CCCCCC1
  -0.1, -0.4, 5.1, 7.7, -3.3, 19.2, 2.9, -0.3, 1.0
CNC(=O)c1cc2c(=O)n3cccc(C)c3nc2n(C(C)C)c1=N
  -0.7, 2.3, -7.2, 0.7, 2.2, 6.0, -11.3, -2.2, 0.0
Cc1ccccc1N(CC(=O)NCCc1ccccc1)C(=O)CCC(=O)Nc1ccccn1
  -6.4, 0.2, -1.3, -3.6, 0.8, -13.1, -2.0, 3.9, -1.0
CCCOc1ccc(CC(CC(=O)O)(C(=O)O)C(=O)O)cc1
  2.2, -0.3, -4.7, 2.5, /, 2.7, 2.8, -3.1, -0.4
CC1(C(=O)Nc2ccc3c(c2)OCCO3)CCN1Cc1ccc2ccccc2c1 (stereo not given)
  -9.4, -1.8, 15.2, 5.4, -2.0, -5.3, 21.1, -0.4, -0.6
COC(=O)c1cc(-c2ccc(Cl)cc2Cl)n[nH]1
  -3.1, -0.4, -0.1, -3.7, -1.2, 15.0, 16.3, 6.7, 12.0*
CC1(C)CC(NC(=O)c2ccccc2)CC(C)(C)N1
  -2.1, 0.9, -3.8, 4.4, -3.2, -3.6, 19.5, -16.7, -0.4
CC(NC(=O)CN1CCCC1)C12CC3CC(CC(C3)C1)C2 (stereo not given)
  -8.1, -0.6, -3.1, -7.5, -0.9, 6.4, 5.1, -10.3, -1.3
COc1cc2c(cc1NC(=O)CCCN1C(=O)CCC1=O)oc1ccccc12
  -4.9, 1.2, 0.0, 6.5, 8.0, 6.5, 8.0, -14.2, -1.3
CC(=O)c1cccc(Nc2nc(-c3cccc([N+](=O)[O-])c3)cs2)c1
  -4.2, 0.9, 3.9, 18.3, 4.7, -3.8, -2.4, -2.2, -0.2
COC(=O)C1(c2ccccc2)NC(c2cccs2)C2C(=O)N(C)C(=O)C21 (stereo not given)
  -1.3, 0.3, -8.5, 8.2, 9.5, 5.4, 0.1, -0.3, -0.3
O/N=C(\C[n+]1ccccc1)c1ccc(Br)cc1
  -2.6, 0.3, -7.1, -18.5, -1.0, -0.4, 1.6, -5.5, -0.6
O=C(NC(CO)C(O)c1ccc([N+](=O)[O-])cc1)C(Cl)Cl (stereo not given)
  -4.1, -0.4, -3.3, -3.3, 2.7, -6.9, -7.9, -0.7, -1.3
O=C(COC(=O)CCC(=O)c1ccc(Cl)cc1)NCC1CCCO1 (stereo not given)
  1.6, 1.7, -6.4, -5.1, -3.8, -16.4, 13.9, -0.3, 1.0
CC1CN(S(=O)(=O)c2ccc(Cl)c(C(F)(F)F)c2)CC(C)O1 (stereo not given)
  -7.5, -0.6, -1.7, -11.4, 0.7, 2.3, -8.6, 2.1, -0.5
CC(C)NC(=O)c1ccc(CONC(=O)OCc2ccccc2)cc1
  -0.4, -1.2, -5.3, -0.7, 1.4, -3.8, -4.7, 2.8, 0.1
O=C(Nc1nccs1)c1cc2cc(Cl)ccc2oc1=O
  -2.9, 1.3, -3.5, 0.4, -2.3, 10.6, 0.2, 1.0, 0.1
COc1ccc(O)c(/C=N/NC(=O)CCC(=O)Nc2cccc(C)c2)c1
  -2.2, 0.9, 1.1, 10.2, 7.5, 0.7, 11.1, -3.2, 0.9
Cc1nc(NCc2ccccn2)c2ccccc2n1
  -4.0, 0.8, -8.7, -8.5, -2.0, 1.2, -11.1, -4.5, -1.3
Cc1cc(C)nc(SCc2nnc(SCC(N)=O)n2Cc2ccco2)n1
  4.7, -0.5, -5.0, -43.3, 4.3, 2.2, 15.2, 7.1, -1.2
Cc1ccc(S(=O)(=O)n2cnc3ccccc32)cc1
  -8.3, -0.8, -10.8, 5.8, 3.5, 18.5, -0.9, 0.3, -0.3
Cc1ccc(C(=O)NCCc2nnc3ccc(SCC(=O)N4CCCCC4)nn23)cc1
  -2.5, -0.1, -4.9, -0.9, -4.7, 20.4, 8.9, -17.4, -0.3
NNc1nc2sc3c(c2c(=O)n1Cc1ccccc1)CCC3
  -3.8, -1.5, -3.7, -54.3, 3.2, 20.8, -22.3, -0.3, -0.4
CCOc1ccc(Cl)cc1Nc1nc(NCCO)nc(N2CCCC2)n1
  -2.0, 1.4, -6.7, 7.4, 2.0, 5.4, -0.2, -7.2, 0.0
COc1ccc(-c2csc(C(O)c3cccnc3)n2)cn1 (stereo not given)
  -6.0, -1.1, -12.3, -4.7, -0.4, -7.0, 8.4, -3.8, 0.3
CC(=O)N1c2ccc(S(=O)(=O)NCC3CCC(C(=O)N4CCCC(C)C4)CC3)cc2CC1C (stereo not given)
  -2.6, 1.2, -3.5, -2.8, 1.0, 13.5, -11.0, -1.6, -0.6
CCC1C(=O)CC(c2ccco2)NC1c1ccco1 (stereo not given)
  -1.2, 0.0, -5.4, 6.3, 4.8, -5.4, 1.9, -3.6, -0.4
COc1ccc(/C=C2\SC(=S)N(CCC(=O)N3CCCCC3CCO)C2=O)cc1 (stereo not given)
  -4.7, -1.5, 1.4, -4.1, -5.1, 8.9, 9.2, -1.7, -1.0
COc1ccc(CC(=O)Oc2ccc(C(C)(C)C)cc2)cc1S(=O)(=O)N1CCOCC1
  -0.8, 0.4, 59.8*, -15.5, 1.9, -1.4, 4.5, -2.2, -0.2
COc1ccc2nc(N3C(=O)CC(Cc4cc(C)cc(C)c4)C3=O)sc2c1 (stereo not given)
  -1.3, 0.1, 9.2, 0.9, 3.5, -14.7, -17.8, 14.2, -0.4
CC1Oc2ccccc2N(Cc2ccc(F)cc2)C1=O (stereo not given)
  -6.8, -1.1, 2.8, -1.6, -1.5, -8.6, -3.2, -2.0, -0.9
Fc1cccc(Cc2c(-c3cccc(Br)c3)nc3ccc(Cl)cn23)c1
  -6.0, 0.6, 18.5, -16.7, -4.2, 16.3, -15.3, -18.4, -0.3
NC(=O)c1ccc(N2CCN(S(=O)(=O)c3cccs3)CC2)c([N+](=O)[O-])c1
  -5.0, -0.6, 3.0, 12.9, -2.6, 5.5, 8.0, 3.3, -0.2
COc1cc(OC)c(CN2CCCN(C)CC2)cc1Br
  -2.5, 1.2, -5.1, 5.8, 4.3, -3.7, 0.6, -2.1, -0.7
O=C(COC(=O)c1ccc2ccccc2n1)Nc1cccc(S(=O)(=O)NC2=NCCCCC2)c1
  -3.2, 2.1, -4.3, -19.6, -4.6, 1.5, -22.2, -7.7, 0.3
O=c1[nH]c(/C=C\c2cccnc2)c([N+](=O)[O-])c(=O)[nH]1
  -2.6, 1.5, -4.4, 10.9, -0.3, -1.4, -2.9, -3.8, -0.8
C/C(=N\NC(=O)CC1N=C(Cc2ccccc2)NNC1=O)c1ccncc1 (stereo not given)
  -2.4, -1.0, -4.1, -0.3, -0.2, 5.0, -3.7, -0.9, 2.5
CN(CC(=O)NC1CCCc2ccccc21)S(=O)(=O)c1ccc2c(c1)c(=O)n(C)c(=O)n2C (stereo not given)
  -1.7, -0.3, -5.6, 3.2, -2.9, 5.6, 0.9, -5.5, -0.5

Three structures from above, sorted by number of heavy atoms, smallest number first:
The line under a structure holds: bovine MsrA act, MsrA inh, FAS TE block, MLLE-PAM2 inh, MT1-MMP act inh, SKN-1 inh, CendR NRP1 mod, eLon inh, TbMetRS inhib
Cc1ccc(S(=O)(=O)n2cnc3ccccc32)cc1
  -8.3, -0.8, -10.8, 5.8, 3.5, 18.5, -0.9, 0.3, -0.3
CC1Oc2ccccc2N(Cc2ccc(F)cc2)C1=O (stereo not given)
  -6.8, -1.1, 2.8, -1.6, -1.5, -8.6, -3.2, -2.0, -0.9
COc1ccc(/C=C2\SC(=S)N(CCC(=O)N3CCCCC3CCO)C2=O)cc1 (stereo not given)
  -4.7, -1.5, 1.4, -4.1, -5.1, 8.9, 9.2, -1.7, -1.0

Additional results follow.
The line under a structure holds: bovine MsrA act, MsrA inh, FAS TE block, MLLE-PAM2 inh, MT1-MMP act inh, SKN-1 inh, CendR NRP1 mod, eLon inh, TbMetRS inhib
CC(C)(C)c1ccc(OCC(=O)N2CCN(c3ccccn3)CC2)cc1
  -7.7, 1.7, 1.2, -1.2, -9.7, -10.8, 8.1, -3.0, -0.1
Cc1ccc(C(=O)C[n+]2cc(Br)cc(Br)c2)cc1
  -2.5, 0.9, -3.2, 6.0, -0.1, 16.2, 1.5, -14.7, -0.5
CNC(=O)c1cc(C(=O)c2ccc(F)cc2C(F)(F)F)c[nH]1
  -1.2, 0.7, -6.4, 15.0, 0.7, 8.3, 8.7, 0.6, -0.8
Cc1nc(SCc2nc3ccc(Br)cc3[nH]2)c2oc3ccccc3c2n1
  -6.4, 0.8, 5.2, -17.1, -3.3, -2.4, -12.2, -8.7, -0.1
O=C(c1ccc(Cl)cc1)C1CCN(C(=O)c2ccc(F)cc2)CC1
  -2.3, 0.9, 9.6, 10.8, 1.0, 14.4, 9.6, 2.5, -0.6
C#CCOCCOCCOCCNc1nc(N2CCN(C(=O)C([C@@H](C)CC)n3cc(C(N)CC(C)C)nn3)CC2)nc(N2CCN(C(=O)[C@H](CCC(=O)O)n3cc(C(N)CC(C)C)nn3)CC2)n1 (stereo not given in full)
  -0.4, /, -9.6, -6.5, 5.7, -1.1, 16.9, -3.0, -0.2
Cc1ccc(S(=O)(=O)NNC2CC(=O)N(c3ccc(Br)cc3)C2=O)cc1 (stereo not given)
  -2.9, -0.6, -1.5, 7.4, 4.4, 4.8, -6.8, 0.7, -0.6
CCCCNC(=O)C1C(c2ccc(C(F)(F)F)cc2)=Nc2ccccc2N1C(=O)c1ccc2nc(C)[nH]c2c1 (stereo not given)
  /, 0.6, /, /, 0.7, 2.4, -7.9, /, -0.2
Cc1ccc(S(=O)(=O)N2CCN(C(=O)COC(=O)COc3ccccc3C(C)C)CC2)c(C)c1
  0.3, -0.5, 12.6, -88.3, -6.7, -8.5, 6.5, 5.7, -0.5
Cn1c2ccccc2c(=O)c2c(=O)n(-c3ccc(F)cc3)c(C3CCCCC3)nc21
  -2.6, 2.6, 1.5, -5.6, -27.6, -2.8, -2.6, 5.5, 0.2
O=C(CCCCCn1c(=S)[nH]c2ccccc2c1=O)N1CCOCC1
  -3.6, 2.0, -4.9, -32.3, -1.1, -39.9, -2.7, 0.6, -0.6

Screening results: PubChem, several laboratories
